# Screening results from PubChem.
# CHT block: human CHT choline transport inhibition; Q9GZV3; CHT-expressing cells, membrane potential dye, choline response; hits give low values; B-score at 10 µM; hit rate 0.86% among 310,000; AID 488975;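 active = B-score over 3 SD under the library average, and starting fluorescence ratio not unusually high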;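 note: choline stimulus applied at its EC90 after an EC20 pre-addition; B-score computed on integrated fluorescence ratio after choline addition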
# Target sequence (Q9GZV3 whole entry, looked up): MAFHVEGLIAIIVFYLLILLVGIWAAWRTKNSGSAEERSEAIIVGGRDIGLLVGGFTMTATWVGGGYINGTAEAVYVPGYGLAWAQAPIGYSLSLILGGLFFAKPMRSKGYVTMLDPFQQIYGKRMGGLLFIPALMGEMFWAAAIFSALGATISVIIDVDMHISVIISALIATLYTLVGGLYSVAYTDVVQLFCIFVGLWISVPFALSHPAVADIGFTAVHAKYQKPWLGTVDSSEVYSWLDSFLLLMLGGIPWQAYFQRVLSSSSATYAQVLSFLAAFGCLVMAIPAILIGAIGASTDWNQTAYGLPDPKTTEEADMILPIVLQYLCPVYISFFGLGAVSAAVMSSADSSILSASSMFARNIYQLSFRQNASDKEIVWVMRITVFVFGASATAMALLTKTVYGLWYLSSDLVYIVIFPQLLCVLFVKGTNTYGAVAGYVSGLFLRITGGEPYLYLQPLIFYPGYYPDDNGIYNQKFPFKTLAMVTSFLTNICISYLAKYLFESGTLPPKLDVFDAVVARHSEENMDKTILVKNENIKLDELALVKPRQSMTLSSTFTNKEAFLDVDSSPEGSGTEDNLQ
# CHT PAM: allosterically activates the human high affinity choline transporter | B-score at 10 µM | hit rate 0.49% among 310,000 | CHT-expressing cells, membrane potential dye, choline EC20; hits give high values; LV-AA mutant CHT in HEK293 cells | Q9GZV3;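 active = initial fluorescence not abnormally high and integrated response B-score, plate-corrected, over 3 SD above library mean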
# Numbers without * were called inactive; i = inactive.
SMILES,CHT block,CHT PAM
N#Cc1nc(-c2ccccc2F)oc1NCc1cccc2c1OCO2,i,i
Cc1ccc(S(=O)(=O)c2cc3ccccc3nc2N)cc1,i,i
O=S(=O)(Nc1cccc(S(=O)(=O)N2CCOCC2)c1)c1ccc2c(c1)OCCO2,i,i
CCC(C)(C)NC(=O)CN(Cc1cccs1)C(=O)C(=O)Nc1ccc2c(c1)OCCO2,i,i
CCc1ccc(NC(=O)[C@H](C)NC(=O)C2CCN(C(=O)[C@@H](NC(=O)OC(C)(C)C)C(C)C)CC2)cc1,i,i
N#Cc1ccc(C(=O)NC2=NCCS2)cc1,i,i
COc1ccccc1-n1c(C)nnc1SCC(=O)Nc1cccc(C(C)=O)c1,i,i
COc1ccccc1C(=O)NNC(=O)c1cccc(C)c1,i,i
COc1cccc(NC(=O)CCC(=O)Nc2ccc3nc(N4CCOCC4)cc(C)c3c2)c1,i,i
COc1ccc(S(=O)(=O)NC(C)C(=O)Nc2ccccc2)cc1Cl (stereo not given),i,i
COCCCN1C(=O)C(=O)/C(=C(/O)c2ccc(OCC(C)C)cc2C)C1c1cccnc1 (stereo not given),i,i
CC(C)(CNC(=O)c1ccc(-c2ccccc2Cl)o1)N1CCOCC1,i,i
CCOCCCNC(=O)C1CCN(S(=O)(=O)c2cc(Br)cc3c2N(C(=O)CC)CC3)CC1,i,i
CN(CC(=O)Nc1cc(S(=O)(=O)N2CCOCC2)ccc1Cl)C1CCS(=O)(=O)C1 (stereo not given),i,i
COCc1cc(=O)[nH]c(Cc2c(Cl)cccc2Cl)n1,i,i
CCCCN(C(=O)CSCC(=O)Nc1ccc(OC)cc1)c1c(N)n(Cc2ccccc2)c(=O)[nH]c1=O,i,i
N#C/C(=C\c1cccs1)C(=O)NCc1cccnc1,i,i
CCCCC12CN3CCN(CC(C3)/C1=N\NC(=O)c1ccccc1N)C2,i,i
CCn1c(=S)sc2c(=O)[nH]c(C)nc21,i,i
Cc1ncsc1CCOC(=O)c1ccc([N+](=O)[O-])cc1,i,i
CCOc1ccc(-c2cc(CCCC(=O)NCc3cccnc3)no2)cc1,i,i
Cc1ccc2cc(CN(C(=O)c3ccco3)c3ccccc3)c(=O)[nH]c2c1,i,i
O=C(O)c1ccc(COc2ccc3c(c2)CCC3)cc1,i,i
Cn1cnc2cc(NS(=O)(=O)c3ccc(Br)cc3)ccc21,i,i
COc1cc(NC(=O)CCc2nnc3ccc(N4CCN(C)CC4)nn23)cc(OC)c1,i,i
# Further entries
SMILES,CHT block,CHT PAM
Cc1ccc(C(=O)C(C)N2C(=O)NC(C)(c3ccccc3)C2=O)cc1 (stereo not given),i,i
CC(C)CCNC(=O)C(=O)NC1CCCC1,i,i
CCOC(=O)N1CCN(Cc2cc(Cl)c3cccnc3c2O)CC1,i,i
Cc1ccc(C(=O)COC(=O)c2ccncc2)cc1[N+](=O)[O-],i,i
COc1ccc(-c2ccc(=O)n(CC(=O)Nc3ccc(C(=O)NC4CC4)cc3)n2)cc1OC,i,i
CCOc1ccccc1NC(=O)c1ccc(S(=O)(=O)N2CCOCC2)cc1,i,i
CCN(CC)S(=O)(=O)c1nnc(NC(=O)c2ccco2)s1,i,i
O=C(C1=C(O)C(=O)N(c2ncccn2)C1c1ccc(Cl)cc1)c1ccco1 (stereo not given),i,i
O=C(Nc1cccc(-c2nc3ncccc3o2)c1)c1sc2cc(Cl)ccc2c1Cl,i,i
COc1ccc(-n2c(C)cc(/C=C/c3nc(O)c([N+](=O)[O-])c(=O)[nH]3)c2C)cc1,i,i
CCNC(=O)CSc1nc2cc(S(=O)(=O)Nc3ccc(OC)cc3)ccc2o1,i,i
CCOC(=O)c1cnc2ccc(OC)cc2c1NCCN1CCOCC1,i,i
C=CCOc1ccccc1CNCCc1ccc(S(N)(=O)=O)cc1,i,i
Cc1nc2ccc3nc(NC(=O)c4ccc(S(=O)(=O)N5CCOCC5)cc4)sc3c2s1,i,i
CCC(=O)Oc1c(S(=O)(=O)c2ccc(C)cc2)c(C)nn1C(C)(C)C,i,i
Cc1ccc(OCC(=O)Nc2sc3c(c2C#N)CCC3)cc1,i,i
CCOC(=O)N1CCN(C(=O)c2ccccc2CCc2ccccc2)CC1,i,i
COC(=O)c1nc2ccccn2c1F,i,i
Cc1ccc(Cn2c(C3CCCN3c3nc(-c4cc(Cl)c(N)c(Cl)c4)cs3)nc3cc(Cl)c(Cl)cc32)cc1 (stereo not given),i,i
O=S(=O)(NC1CCCCC1)c1ccc(Br)cc1,i,i
COC(=O)c1sc2nc(SCc3ccccc3C#N)n(N)c(=O)c2c1C,i,i
CCCN(CCC)S(=O)(=O)c1cccc(C(=O)Nc2ccc3c(c2)OCO3)c1,i,i
C=CCc1cccc2cc(C(=O)N(C)C)c(=O)oc12,i,i
COc1ccc(N2CCN(c3nc(Cl)nc(Nc4ccc(F)cc4)n3)CC2)cc1,i,i
Oc1ccccc1N1CCN(c2nc(-c3cccs3)nc3ccccc23)CC1,i,i

# Part of the list above in order of count of non-hydrogen atoms, rising.
SMILES,CHT block,CHT PAM
C=CCc1cccc2cc(C(=O)N(C)C)c(=O)oc12,i,i
Cc1ccc(OCC(=O)Nc2sc3c(c2C#N)CCC3)cc1,i,i
CCOC(=O)N1CCN(Cc2cc(Cl)c3cccnc3c2O)CC1,i,i
CCOC(=O)N1CCN(C(=O)c2ccccc2CCc2ccccc2)CC1,i,i
COc1ccc(-n2c(C)cc(/C=C/c3nc(O)c([N+](=O)[O-])c(=O)[nH]3)c2C)cc1,i,i

# (further entries)
SMILES,CHT block,CHT PAM
Cc1c(NCc2ccncc2)cccc1C(=O)O,i,i
COc1ccc(OCC(O)CNC2CCCC2)cc1 (stereo not given),i,i
O=S1(=O)C=C(Oc2ccc(F)cc2)c2ccccc21,i,i
Cc1ccc(S(=O)(=O)N2[C@@H](c3cccc(Cl)c3)C(C(=O)O)=CC[C@H]2c2cccc(Cl)c2)cc1,i,i
Cc1ccc2nc(SCc3ccccc3)c(C=O)c(=O)n2c1,i,i
O=C(c1ccc(Br)o1)N(c1ccccn1)C1CCCCC1,i,i
CNc1cc([N+](=O)[O-])ccc1N/C=C/C(=O)c1cccs1,i,i
CCOc1ccc(C(C)=O)cc1CN1C(=O)c2ccccc2S1(=O)=O,i,i
Cc1ccc(NS(=O)(=O)c2ccc(NC(=O)c3ccc(-c4ccccc4)cc3)cc2)c(C)c1,i,i
COc1cc(C(C)=O)ccc1Oc1ncnc2c1cnn2-c1ccc(C)c(C)c1,i,i
CCc1ccc(C2NC(c3ccc(CC)cc3)C([N+](=O)[O-])C(C)(C)C2[N+](=O)[O-])cc1 (stereo not given),i,i
CC(C)CN1C(=O)c2ccc(C(=O)Nc3ccc(O)cc3C(=O)O)cc2C1=O,i,i
CN(C)c1ccc(C(=O)/C=C/c2ccc(Br)cc2)cc1,i,i
O=C(CC1(O)C(=O)N(C/C=C/c2ccccc2)c2ccccc21)c1ccccn1 (stereo not given),i,i
Cc1ccccc1C([O-])=Nc1ccc[n+](-c2nc3ccccc3nc2NS(=O)(=O)c2ccccc2)c1,i,i
CCOC(=O)c1sc2nc3c(cc2c1N)C(=O)CC(C)(C)C3,i,i
Cc1nnc(SCC(=O)N2CC(=O)Nc3ccccc32)n1Cc1ccccc1,i,i
COc1cc(NS(=O)(=O)c2ccc(N/C=C\C(=O)c3ccc(C)cc3)cc2)nc(OC)n1,i,i
O=C(CCc1ccccc1)N1CCN(S(=O)(=O)c2cccs2)CC1,i,i
Cc1cc(C)nc(-n2nc(C)cc2NC(=O)C(C)C)n1,i,i
Cc1cc(=O)oc(C)c1C(=O)n1nc(C)c2c1C[C@@H]1[C@H]2C1(C)C,i,i
O=C(Nc1ccc(Nc2ccccc2)cc1)c1cccc(F)c1,i,i
CCOc1ccccc1/C=N/Nc1ccccc1[N+](=O)[O-],i,i
CCOC(=O)Cc1c(C)nc2cc(-c3ccc(Cl)cc3)[nH]n2c1=O,i,i
O=C(O)Cc1c(C(=O)O)[nH]c2ccc(C(=O)O)cc12,i,i

# Not a retest: 2 of the compounds above.
SMILES,CHT block,CHT PAM
CCOC(=O)Cc1c(C)nc2cc(-c3ccc(Cl)cc3)[nH]n2c1=O,i,i
O=C(O)Cc1c(C(=O)O)[nH]c2ccc(C(=O)O)cc12,i,i

# More entries:
SMILES,CHT block,CHT PAM
O=C(NCc1cccnc1)c1cc(Cl)ccc1[N+](=O)[O-],i,i
COc1ccc(CNC(=O)C2CCN(C(=O)c3ccc(-c4ccccc4)cc3)CC2)cc1,i,i
CN(C)S(=O)(=O)c1ccc(NC(=O)CN2CCN(c3ccccn3)CC2)cc1,i,i
COc1cc2ccccc2cc1C(=O)Nc1ccc(C)cn1,i,i
COc1cccc(N=c2oc3ccc(OC)cc3cc2-c2nc3ccccc3[nH]2)c1,i,i
COc1ccc(NC(=O)CNC(c2ccccc2)c2ccccc2)cc1,i,i
Nc1ncnc2sc3c(c12)CCNC3,i,i
Fc1ccc(NC(=S)N2CCN(c3ccccn3)CC2)cc1Cl,i,i
CCOc1ccccc1-n1c(SCC(N)=O)nc2ccccc2c1=O,i,i
COc1ccc(CCC(=O)Nc2ccc(C)c(S(=O)(=O)N(C)C)c2)cc1OC,i,i
O=C(NC12CC3CC(CC(C3)C1)C2)N1CCC(n2nnc3ccccc32)CC1,i,i
Cn1c(SCC(=O)NNC(=O)Cc2ccccc2)nnc1-c1ccccc1,i,i
O=C(CCCSc1nnc(-c2cccs2)n1CC1CCCO1)c1ccccc1 (stereo not given),-5.51*,i
COCCN(C(=O)CCC(=O)Nc1ccccn1)C(C(=O)NC(C)C)c1ccc(C)cc1 (stereo not given),i,i
Cc1c(C=O)c2ccccc2n1CC(=O)NC(C)c1ccccc1 (stereo not given),i,i
CCCn1c(=O)[nH]c(=O)c2c1nc(-c1ccc(OC(F)(F)C(F)C(F)(F)F)cc1)n2CCOC (stereo not given),i,i
Cc1cccc(C)c1NC(=O)CC1SC2=NCCN2C1=O (stereo not given),i,i
COc1ccc(CN(CC(=O)NCc2ccccc2)C(=O)CCC(=O)Nc2ccccn2)cc1,i,i
COCCn1c(=O)[nH]c2cc(C(=O)NC3CCCCCC3)ccc2c1=O,i,i
C/C(CCc1ccc2c(c1)OCO2)=N\N=C(/N)SC1CC(=O)N(c2ccccc2F)C1=O (stereo not given),i,i
C=CCNC(=O)C(=O)c1c(-c2ccccc2)[nH]c2ccccc12,i,i
O=C(CSc1nnc(Cn2c(=O)sc3ccccc32)n1CCc1ccccc1)N1CCCC1,i,i
Cc1cccc(-c2nnc(SCC#N)n2C)c1,i,i
CC1Sc2ccc(C(=O)Nc3ccccc3OC(F)F)cc2NC1=O (stereo not given),i,i
COc1ccc(CSc2nc(N3CCOCC3)c3c(c2C#N)CC(C)(C)OC3)cc1,i,i

# Full records from above:
# Profile of `CCCn1c(=O)[nH]c(=O)c2c1nc(-c1ccc(OC(F)(F)C(F)C(F)(F)F)cc1)n2CCOC` (stereo not given) = CHT block = i; CHT PAM = i
# Profile of `C=CCNC(=O)C(=O)c1c(-c2ccccc2)[nH]c2ccccc12` = CHT block = i; CHT PAM = i
# Profile of `O=C(NC12CC3CC(CC(C3)C1)C2)N1CCC(n2nnc3ccccc32)CC1` = CHT block = i; CHT PAM = i

# Next part.
SMILES,CHT block,CHT PAM
COc1cccc(NC(=S)NNC(=O)C(C)n2nc(C)c([N+](=O)[O-])c2C)c1 (stereo not given),i,i
COc1ccc(CCC(=O)NCCOc2ccc(Cl)cc2)cc1,i,i
CCC1(c2ccc(F)cc2)NC(=O)N(CC(=O)Nc2ccc(-c3nc4ccc(C)cc4s3)cc2)C1=O (stereo not given),i,i
CCc1ccc(/C(C)=N/NC(=O)c2c[nH]c3ccccc23)s1,i,i
COc1cccc(C2CC(c3cccs3)=NN2C(=S)Nc2ccccc2)c1OC (stereo not given),i,i
CC(NC(=O)C1CCCN(S(=O)(=O)N2CCOCC2)C1)c1ccccc1 (stereo not given),i,i
N#CC1=C(c2ccc(-c3ccccc3)cc2)COC1=O,i,i
CCOC(=O)c1c(C)[n+]([O-])c2ccc3c(non3O)c12,i,i
O=C(Nc1nnc(-c2ccco2)s1)C1CC1,i,i
CCC(=O)NCCc1nc2cc(NC(=O)c3ccccc3OC)ccc2n1C,i,i
N#Cc1ccccc1NC(=O)c1cc(=O)c2ccccc2o1,i,i
C=CCN=Cc1c(C)[nH]n(-c2ccccc2)c1=O,i,i
Cc1ccccc1CSCC(=O)NCCSc1ccccn1,i,i
COc1ccc(-c2noc(CSc3nc(-c4ccccc4)cc(=O)[nH]3)n2)cc1OC,i,i
Cc1ccc2nc(NCC(N)=O)nc(-c3ccccc3)c2c1,i,i
COc1cccc(/C=C2\SC(=O)N(CCC(=O)NNC(=O)c3cccc(Cl)c3)C2=O)c1,i,i
Cc1cc(C)cc(N(CC(=O)NCCSCc2ccco2)S(C)(=O)=O)c1,i,i
COc1cc(/C=N/NC(=O)CCC(=O)Nc2ccc(Br)cc2)ccc1O,i,i
CCc1cc(C(=O)N=Nc2c(O)[nH]c3c(Br)cc(Br)cc23)c2ccccc2n1,i,i
CCCCCn1c(CN2CCN(C(=O)OCC)CC2)nc2c1c(=O)n(C)c(=O)n2C,i,i
Cc1cc(C)c2c(N)c(C(=O)c3ccc(Cl)c(Cl)c3)sc2n1,i,i
O=C(NCCN1CCOCC1)C1CCN(c2ncnc3c2sc2cccc(F)c23)CC1,i,i
CN(Cc1cc([N+](=O)[O-])c2cccnc2c1O)C1CCCCC1,i,i
O=C(CCS(=O)(=O)Cc1ccccc1)Nc1ncc([N+](=O)[O-])s1,i,i
O=C(NN1C(=O)C2C3C=CC(C3)C2C1=O)c1ccco1 (stereo not given),i,i
COc1ccccc1CN1CCCCCC1,i,i
C=C(C)CSc1nnc(CCCCCNC(=O)OC(C)(C)C)o1,-5.99*,i
C/C(O)=c1/cnc2nc3ccccc3n2c1=O,i,i
C/C(=N\NC(=O)CCCOc1ccc(Cl)cc1C)c1ccc(C)o1,i,i
COCCn1c(SCC(=O)Nc2ccc(C(N)=O)cc2)nc2c([nH]c3ccccc32)c1=O,i,i
